High-throughput results as filed in PubChem BioAssay.
Smad3 inh: Smad3/FoxH1 peptide binding inhibitors, primary screen, biochemical, TR-FRET; Mothers against decapentaplegic homolog 3 (Homo sapiens), P84022; TR-FRET Smad3/Dy647-FoxH1 peptide binding, europium anti-His; inhibition, % at 25 µM; actives 0.29% (n = 88,000); AID 630, 2007;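 active = compounds that reduce the energy-transfer binding signal between the protein and its labelled peptide by more than half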;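 also: 0% = Smad3 plus labelled peptide maximal FRET and 100% = peptide-only background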
Calb biofilm kill: clotrimazole potentiators killing Candida biofilms, primary screen, with clotrimazole, Alamar Blue | actives 0.14% (n = 85,000) | inhibition, % at 6 µM | C. albicans biofilm + clotrimazole;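 active = inhibition above 20%; inactive = inhibition below 20%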;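 also: preformed 24 hr biofilms exposed to compound for 48 hr; 0% = biofilm without compound and 100% = blank killed by clotrimazole plus chlorhexidine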
IL1B cytotox: cytotoxicity in IL-1B stimulated HUVEC, primary screen, cytotoxicity control for IL-1B NFkB translocation project, imaging, Hoechst nuclear count, IL-1B stimulus; actives 0.41% (n = 94,000); AID 845, 2007; cell count reduction, % at 2 µM; HUVEC cell count loss;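 active = cell count reduction more than 3 SD above the screen-wide mean, cut at about 70% in these data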;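 also: normalized per plate to untreated control cells as the no-loss baseline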
sEH activator: soluble epoxide hydrolase activators, primary screen, biochemical, human sEH; activation, % at 2 µM; actives 0.04% (n = 91,000); Bifunctional epoxide hydrolase 2 (Homo sapiens), P34913; purified human sEH enzymatic activity, activator screen; in the data active = activation above about 37%; also: values of inactives mirror those of a sister screen read the other way
Target sequence (P34913 whole entry, looked up): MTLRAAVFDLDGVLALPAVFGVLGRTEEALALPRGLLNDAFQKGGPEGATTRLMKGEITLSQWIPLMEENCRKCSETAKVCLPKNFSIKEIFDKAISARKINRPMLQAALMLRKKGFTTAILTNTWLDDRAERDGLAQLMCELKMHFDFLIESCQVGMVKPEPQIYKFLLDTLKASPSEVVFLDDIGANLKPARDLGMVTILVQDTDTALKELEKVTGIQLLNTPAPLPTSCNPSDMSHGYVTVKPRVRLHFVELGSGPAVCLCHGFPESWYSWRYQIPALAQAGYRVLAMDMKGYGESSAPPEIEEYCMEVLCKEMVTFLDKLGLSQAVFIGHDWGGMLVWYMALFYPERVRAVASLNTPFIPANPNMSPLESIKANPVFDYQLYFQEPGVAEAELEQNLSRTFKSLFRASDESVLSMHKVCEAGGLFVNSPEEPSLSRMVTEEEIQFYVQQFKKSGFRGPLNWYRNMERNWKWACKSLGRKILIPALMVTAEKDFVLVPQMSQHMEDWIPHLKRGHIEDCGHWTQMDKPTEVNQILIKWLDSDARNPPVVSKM
TNFa cytotox: cytotoxicity in TNFa-stimulated HUVEC, primary screen, cytotoxicity control for VCAM1 expression modulator project, imaging, Hoechst nuclei count | actives 0.17% (n = 93,000) | HUVEC TNFalpha-stimulated, Hoechst cell count | cell count reduction, % at 2 µM;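 active = cell count reduction exceeding the screen mean by over 5 SD, scaled to untreated wells per plate, cut at about 78% in these data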;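 also: cells counted after 24 h of TNF alpha exposure following the 1 h pretreatment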
ERb SRC1 inh: inhibitors of ERβ-SRC1 coactivator interaction, primary screen, biochemical, TR-FRET, ERβ LBD, SRC-1 peptide. Estrogen receptor beta (Homo sapiens), Q92731. TR-FRET ER-beta LBD / SRC1-Cy5 peptide binding; receptor agonist-loaded with 1 µM estradiol. inhibition, % at 25.6 µM. actives 1.3% (n = 86,000);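 active = compounds whose percent inhibition of the receptor-coactivator binding signal exceeds about 50% in the single-dose screen, limit read from the data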;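 also: 0% = receptor plus peptide wells without compound and 100% = peptide-only wells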
Target sequence (Q92731 whole entry, looked up, the tested form may be a part): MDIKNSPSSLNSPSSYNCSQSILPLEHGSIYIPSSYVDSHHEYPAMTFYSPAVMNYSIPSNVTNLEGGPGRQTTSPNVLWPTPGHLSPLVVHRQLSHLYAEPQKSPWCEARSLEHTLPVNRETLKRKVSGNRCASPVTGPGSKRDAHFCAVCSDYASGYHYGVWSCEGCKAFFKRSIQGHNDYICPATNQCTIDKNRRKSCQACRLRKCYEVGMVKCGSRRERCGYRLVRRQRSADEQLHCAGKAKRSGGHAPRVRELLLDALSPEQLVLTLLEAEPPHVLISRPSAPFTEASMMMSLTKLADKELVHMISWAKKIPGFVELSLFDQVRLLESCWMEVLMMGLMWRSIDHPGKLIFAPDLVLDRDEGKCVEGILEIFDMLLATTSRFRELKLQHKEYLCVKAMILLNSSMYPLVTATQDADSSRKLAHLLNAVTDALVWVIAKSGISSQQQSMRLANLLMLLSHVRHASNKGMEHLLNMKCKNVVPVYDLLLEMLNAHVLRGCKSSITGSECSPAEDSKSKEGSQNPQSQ
VCAM1 TNFa inh: inhibitors of TNFa-induced VCAM1 expression, primary screen, imaging, HUVEC, TNFa stimulus, immunofluorescence. HUVEC TNFa-induced VCAM-1 immunofluorescence, high-content imaging. inhibition, % at 2 µM. actives 0.48% (n = 95,000). AID 802, 2007;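 active = inhibition above the batch mean plus 3 SD, with images confirmed as a hit by eye, cut at about 37% in these data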;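 also: 0% = TNF-stimulated DMSO wells and 100% = unstimulated control wells; not every result past the cut was called active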
cytoskel mod: modifiers of F-actin cytoskeleton organization, primary screen, imaging, HUVEC, phalloidin staining, high-content imaging; inhibition, % at 2 µM; HUVEC TNFa F-actin phalloidin imaging; AID 836, 2007; actives 0.18% (n = 91,000);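 active = inhibition above the batch mean plus 3 SD and confirmed as a hit by visual image inspection, cut at about 30% in these data, passing the limit was not always enough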; also: strong numbers were not always called active
sEH inhibitor: soluble epoxide hydrolase inhibitors, primary screen, biochemical, human sEH. Bifunctional epoxide hydrolase 2 (Homo sapiens), P34913. recombinant human sEH enzymatic activity assay. inhibition, % at 2 µM. actives 0.34% (n = 91,000). AID 707, 2007; in the data active = inhibition above about 80%; also: values of inactives mirror those of a sister screen read the other way; many of its hits are not listed in these tables
* marks the source's active call; other numbers are inactive results; x = not tested or not shown; [ ] = remark or other dose. Only part of the results is shown. The share of hits here may be higher or lower than overall.

Order of values – Smad3 inh, Calb biofilm kill, IL1B cytotox, sEH activator, TNFa cytotox, ERb SRC1 inh, VCAM1 TNFa inh, cytoskel mod, sEH inhibitor
CCCNC(=O)c1ccc(-c2nc3ccccc3s2)s1
→ 5, -2, 6, 3, -1, 62*, 8, -2, 0
COc1cccc(Cn2c(C3CC3)nc3ccc(NC(=O)c4ccco4)cc3c2=O)c1
→ -3, -1, -32, 8, -16, 6[fluorescence artefact?], 4, 8, -4
CCCCN(CCCNC(=O)C1CCN(S(=O)(=O)N2CCOCC2)CC1)c1ccccc1
→ 3, 6, 14, x, -10, -7, 24, 7, x
CCOC(=O)c1cc(-c2ccccc2)sc1NC(=S)Nc1cccc(C)n1
→ x, x, -30, -10, 4, x, 4, -34, 13
CCC(C)(C)NC(=O)C(C)OC(=O)c1nsc(Cl)c1Cl (stereo unspecified)
→ -2, 7, 24, 0, -30, -24, -27, 4, 2
O=C(C1CCCN(S(=O)(=O)c2cnc[nH]2)C1)N(CCc1ccccc1)Cc1ccccc1 (stereo unspecified)
→ -11, 7, -7, -3, -6, -8, 11, 1, 4
C=CCNC(=O)c1ccc2nccnc2c1
→ 0, 3, 3, -13, -36, 5, -2, 3, 13
OC(c1cccs1)c1nccc2ccccc12 (stereo unspecified)
→ 9, 2, -4, 0, 3, 9[fluorescence artefact?], -4, 8, 0
COCCNC(=O)CN(C(=O)CCC(=O)Nc1nccs1)c1ccccc1OC
→ 2, 3, 16, 11, 5, -5, -22, -19, -12
O=C(CCCn1c(=S)[nH]c2ccccc2c1=O)NCc1ccco1
→ 2[fluorescence artefact?], 8, -38, -14, -21, -7, 30, 3, 14

Looked up above:
For ERb SRC1 inh, C=CCNC(=O)c1ccc2nccnc2c1 shows 5
For IL1B cytotox, CCCCN(CCCNC(=O)C1CCN(S(=O)(=O)N2CCOCC2)CC1)c1ccccc1 shows 14

The list continues:
Order of values – Smad3 inh, Calb biofilm kill, IL1B cytotox, sEH activator, TNFa cytotox, ERb SRC1 inh, VCAM1 TNFa inh, cytoskel mod, sEH inhibitor
O=C(NCCc1ccccc1)C1CCCN1S(=O)(=O)c1ccc(F)cc1 (stereo unspecified)
→ -1, 6, -18, -1, -23, 9[fluorescence artefact?], 0, -18, 4
Nc1ccccc1Nc1ccncc1[N+](=O)[O-]
→ 5, 3, -7, -4, -16, -3, 8, 17, 7
c1ccc(Oc2cnc3ccccc3n2)cc1
→ x, x, -2, 0, 5, x, 17, -10, 0
CCn1nnnc1-c1ccc(OC)c(S(=O)(=O)NCc2ccccc2)c1
→ 9, 10, -4, 6, 0, 2, 4, 26, -7
CCN(CC)C(=O)C1CC(=O)N(c2ccc(OC)cc2)C1c1ccc(OC)cc1 (stereo unspecified)
→ 4, 3, -8, 3, -4, -7, 25, -6, 0
Cc1sc(NC(=O)CSc2nnc(COc3ccccc3)n2C)c(C#N)c1C
→ 12, 8, -26, -12, -4, 3, 15, 9, 12
CCOC(=O)CN(C(=O)CNC(=O)c1cccs1)C(C(=O)NC1CCCCC1)c1cccs1 (stereo unspecified)
→ 4, 9, -9, 16, 1, -1, -21, 1, -9
COCCCN(C(C)=O)c1nc(-c2ccc(OC)cc2)cs1
→ 4, 3, -28, x, -29, 4, 25, 2, x
O=C(CSc1nnc(-c2cccnc2)n1Cc1ccccc1)NCc1ccco1
→ 17, 4, 3, x, -15, 9[fluorescence artefact?], 23, 6, x
Cc1[nH]c(-c2ccc3c(c2)OCO3)nc1C(=O)O
→ x, x, -6, x, -42, x, 9, -6, x

Record cards, from the list above:
Profile of Cc1sc(NC(=O)CSc2nnc(COc3ccccc3)n2C)c(C#N)c1C = Smad3 inh = 12; Calb biofilm kill = 8; IL1B cytotox = -26; sEH activator = -12; TNFa cytotox = -4; ERb SRC1 inh = 3; VCAM1 TNFa inh = 15; cytoskel mod = 9; sEH inhibitor = 12
Profile of O=C(NCCc1ccccc1)C1CCCN1S(=O)(=O)c1ccc(F)cc1 (stereo unspecified) = Smad3 inh = -1; Calb biofilm kill = 6; IL1B cytotox = -18; sEH activator = -1; TNFa cytotox = -23; ERb SRC1 inh = 9[fluorescence artefact?]; VCAM1 TNFa inh = 0; cytoskel mod = -18; sEH inhibitor = 4

Following part.
Order of values – Smad3 inh, Calb biofilm kill, IL1B cytotox, sEH activator, TNFa cytotox, ERb SRC1 inh, VCAM1 TNFa inh, cytoskel mod, sEH inhibitor
CC(C)(C)Nc1cccccc1=O
→ 1, 5, 17, 13, -20, 9, 2, 1, -10
CCN1C(c2ccccc2)=C(c2ccccc2)S/C1=C\C=C1/SC(=S)N(C)C1=O
→ 0, -3, -16, 11, 0, -1, 14, -3, -12
CCC(C)Sc1nc2c(c(=O)[nH]c(=O)n2C)n1CC(O)COc1ccccc1C (stereo unspecified)
→ 1, 3, 2, -1, -25, -9, 1, -3, 4
CC(=O)c1c(C)[nH]c(C(=O)OC2CCCCC2=O)c1C (stereo unspecified)
→ 6, 5, -15, 5, -16, 7, -6, -2, -7
Cc1noc(C)c1CSc1ncnc2sc(C)c(C)c12
→ -1, 8, -24, x, -41, 1[fluorescence artefact?], 14, -7, x
O=C(CN1C(=O)c2cccc3cccc1c23)N1CCN(c2ccccc2)CC1
→ -5, 6, -14, -12, -8, 7[fluorescence artefact?], 11, 0, 10
CC(C)C(=O)Nc1nnc(Sc2ccc(N(C)C)cc2)s1
→ 10, 4, -2, 0, -11, -6, 2, 3, -3
O=C(c1cccc(S(=O)(=O)NCCOc2ccccc2)c1)N1CCN(c2ncccn2)CC1
→ -2, 2, -22, 2, -26, -4, 3, -1, 1
CC(C)(C)C(=O)CSc1nc2ncc(Br)cc2[nH]1
→ 6, 3, 17, -12, 9, -7, 5, -12, 12
Cc1ccc(Cn2ccc(=O)c(OCc3c(Cl)cccc3Cl)c2C)cc1
→ 9, 2, -15, -17, -27, 7, 21, 9, 16

Random excerpt: three compounds from above
Order of values – Smad3 inh, Calb biofilm kill, IL1B cytotox, sEH activator, TNFa cytotox, ERb SRC1 inh, VCAM1 TNFa inh, cytoskel mod, sEH inhibitor
CCOC(=O)CN(C(=O)CNC(=O)c1cccs1)C(C(=O)NC1CCCCC1)c1cccs1 (stereo unspecified)
→ 4, 9, -9, 16, 1, -1, -21, 1, -9
CCCNC(=O)c1ccc(-c2nc3ccccc3s2)s1
→ 5, -2, 6, 3, -1, 62*, 8, -2, 0
CC(=O)c1c(C)[nH]c(C(=O)OC2CCCCC2=O)c1C (stereo unspecified)
→ 6, 5, -15, 5, -16, 7, -6, -2, -7

Further compounds follow.
Order of values – Smad3 inh, Calb biofilm kill, IL1B cytotox, sEH activator, TNFa cytotox, ERb SRC1 inh, VCAM1 TNFa inh, cytoskel mod, sEH inhibitor
CCOCc1cn(CC(=O)c2ccc([N+](=O)[O-])cc2)c(C)nc1=N
→ 10, 2, -8, -3, -2, 1[fluorescence artefact?], -13, 6, 1
COc1cc(CNn2cnnc2)ccc1OCC(=O)NC1CCCCC1
→ 0, -4, -1, 4, 6, 3[fluorescence artefact?], 7, -17, -4
CSc1ccccc1NC(=S)Nc1cc(C)cc(C)c1
→ x, x, -8, 6, -4, x, -4, -13, -5
O=C(NCC(c1cccnc1)N1CCOCC1)C1CCCCC1 (stereo unspecified)
→ -2, 5, 6, 2, -7, 2, 14, 17, 1
O=S(=O)(C/C(=C/CO)S(=O)(=O)c1ccccc1)c1ccccc1
→ x, x, 3, 1, 30, x, 86*, -2, 0
CC1(C)Cc2c(sc3c2C2=NCCN2C=N3)CO1
→ 2, 6, -35, 1, -15, 32[fluorescence artefact?], 9, -7, 1
Cc1nc(-c2cccc(NS(=O)(=O)c3cccc4ccccc34)c2)cs1
→ 1, -2, -23, 2, -30, 9[fluorescence artefact?], 11, -11, 0
O=C(CSCc1ccc(Br)cc1)Nc1ccc(S(=O)(=O)N2CCOCC2)cc1
→ x, x, 2, -71, -1, x, -3, 15, 72
Cc1ccc(/C=C2/CCc3c([nH]c4ccccc34)C2=O)cc1
→ x, x, -6, -7, -13, x, 2, 18, 7
O=C(OCC1OC2C(Oc3nc(=O)ccn32)C1O)c1ccccc1 (stereo unspecified)
→ 3, 5, -11, -1, -46, -9[fluorescence artefact?], 16, 1, 2
O=c1[nH]c2cc3c(cc2cc1C(c1nnnn1CC1CCCO1)N1CCCC1)OCO3 (stereo unspecified)
→ -4, -2, -5, -11, -32, 2[fluorescence artefact?], 2, 26, 11
O=C(CSc1nnnn1-c1ccc2c(c1)OCO2)NCc1cccs1
→ 12, 9, 27, -7, 3, -12, 4, -13, 10
CCc1ccc(OCC(=O)NC(=S)Nc2ccc(C(C)=O)cc2)c(Br)c1
→ x, x, 2, -9, -2, x, -18, 9, 12
C=CCOc1cccc(C2c3c(oc4ccccc4c3=O)C(=O)N2c2ccccn2)c1 (stereo unspecified)
→ -5[fluorescence artefact?], 2, -9, 7, 0, 0, 5, -5, -3
CCOc1ccc(-c2nc(-c3cccnc3)no2)cc1
→ 6, 6, -16, -6, -24, 1, -3, -6, 3
O=P(O)(O)CP(=O)(O)O
→ -3, 9, 1, 3, -24, 5, -21, 0, -2
Cc1ccc(S(=O)(=O)N2CCOCC2)cc1C(=O)Nc1c(C)n(C)n(-c2ccccc2)c1=O
→ 5, -1, -36, -4, -7, 1, 1, -47, 4
O=C(CSc1nc2c(sc3ccccc32)c(=O)n1CCCN1CCOCC1)NC1CCCC1
→ x, x, -4, 0, 1, x, 12, -35, 3
CC(C)C(NC(=O)c1ccccc1)C(=O)NCc1ccccn1 (stereo unspecified)
→ -3, 4, 20, 5, -9, 0, -10, -8, -3
C(#Cc1ccc(C#CCN2CCCC2)cc1)CN1CCCC1
→ x, x, -18, -4, -9, x, -14, -18, 3
C/C(=N\N=C(/N)SC1CC(=O)N(c2ccccc2)C1=O)c1cccs1 (stereo unspecified)
→ x, x, 5, -2, 8, x, 7, -14, 4
Cc1ccc2c(c1)N(CCCC(=O)NCCC1=CCCCC1)C(=O)CO2
→ 6, -4, -19, -35, -34, -6, 0, -4, 36
CC1CC(CC(C)C(=O)Nc2nncs2)C(=O)O1 (stereo unspecified)
→ -4, 6, 4, -3, -19, -12, 18, 6, 4

Only TNFa cytotox and sEH activator (5 entries from above):
molecule	TNFa cytotox	sEH activator
O=C(CSc1nnnn1-c1ccc2c(c1)OCO2)NCc1cccs1	3	-7
CCc1ccc(OCC(=O)NC(=S)Nc2ccc(C(C)=O)cc2)c(Br)c1	-2	-9
C=CCOc1cccc(C2c3c(oc4ccccc4c3=O)C(=O)N2c2ccccn2)c1 (stereo unspecified)	0	7
CCOc1ccc(-c2nc(-c3cccnc3)no2)cc1	-24	-6
O=P(O)(O)CP(=O)(O)O	-24	3
